# Pf Dd2 growth = blocks in vitro growth of P. falciparum Dd2. P. falciparum Dd2 growth, SYBR Green, 72 h. Potency, µM (series often up to 28.9 µM), without a hit: at the highest dose activity, negative = inhibition, usual class: inhibitors. 120,000 compounds, 4.3% hits. AID 1347417; active = well fitted inhibition curve with a large enough effect; inconclusive = small, poorly fitted or top-dose-only effect; inactive = no such curve, though single readings can be large or run the other way;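 also: plate controls were DMSO vehicle for no effect and reference drug for full effect; nearly all actives have a fitted effect of over 65% in size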
#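 Infected erythrocytes (Dd2, 0.3% parasitemia, 2.5% hematocrit final) are added to compound in RPMI-1640/Albumax II medium, grown 72 h at 37C in low oxygen, then lysed with saponin/Triton-X containing SYBR Green and read by fluorescence.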
# Numbers without * were called inactive; i = inactive; ? = inconclusive; [ ] = remark or other dose. Potency is read from the fitted curve at half-maximal effect. A portion of the library (hit frequency here may not be typical).
SMILES,Pf Dd2 growth
CN(CC(=O)N1CCC(Cc2nc(C3CCOCC3)no2)CC1)S(=O)(=O)c1cnc[nH]1,17%
COc1ccccc1N1CCN(S(=O)(=O)c2ccc3[nH]c4c(c3c2)CCCC4)CC1,-6%
CNc1cccnc1OC1CCN(S(=O)(=O)c2ccc3c(c2)CCC3)C1 (stereo unspecified),-2%
CCC(C)NC(=O)CSc1nnc(-c2ccc(C)cc2)c(-c2ccc(C)cc2)n1 (stereo unspecified),?
O=C1CN=C(c2ccccc2Cl)c2cc(Cl)ccc2N1Cc1cccc(Cl)c1,-21%
Cc1ccccc1-n1nc(C)c(CCC(=O)NC(C)C)c1Oc1ccccc1,i
O=C(Nc1cccc(-c2nnc3n2CCCC3)c1)c1nccc2ccccc12,4.5µM*
Cc1cc(C2CCCN2C(=O)c2ccc(F)cc2F)on1 (stereo unspecified),-8%
COCCc1nn2c(=O)cc(COC(=O)C(c3ccccc3)c3ccccc3)nc2s1,1.3µM*
Cn1cc(CN2Cc3ccc(C(=O)Nc4nccs4)cc3OCC2=O)cn1,i
COc1ccc(OC)c([S+](=O)([O-])c2nnn3c2nc(NC2CCCC2)c2ccccc23)c1,-10%
N#Cc1ccc(CN2CCC3(CC2)COCCN3C(=O)OCc2ccccc2)cc1,i
COc1cc(Cl)c(C)cc1NC(=O)c1cc2n(n1)CC(c1ccc(Cl)cc1)OC2 (stereo unspecified),i
Cc1nc(NC2CCCC2)ncc1C(=O)O,88%[activator]
C=CCOC(=O)C1=C(C)N=C2SC=C(CC(=O)N3CCCC3)N2C1c1cc(OC)cc(OC)c1 (stereo unspecified),-9%
O=C(c1ccccc1)N(C1CC1)C1CCOC2(CCNCC2)C1 (stereo unspecified),2%
COC(=O)c1ccc(NC(=O)CCc2c(C)nc3c(c(C)nn3C(C)(C)C)c2C)cc1,?
O=C1NCCCCCCN(S(=O)(=O)c2ccccc2)[C@H]2CCCC[C@@H]12,i
O=C1NCCCCCCN(Cc2ccncc2)[C@@H]2CN(Cc3ccncc3F)CC[C@H]12,?
COc1ccccc1NC(=O)Cn1c(=O)n(-c2cccc(Cl)c2)c(=O)c2c1c1cc(C)ccc1n2C,-7%
COC[C@H]1CCCN1C(=O)C[C@@H]1O[C@H](CNS(C)(=O)=O)[C@@H](O)[C@H]1O,12%[44.1 µM]
CCOC(=O)N1CCN(Cc2nc3cc(NC(=O)c4ccccc4[N+](=O)[O-])ccc3n2C(C)C)CC1,?
CCN(Cc1ccco1)C(=O)[C@@H]1CN(c2ncccn2)C[C@H]1COC,6%
COc1nnc(-c2ccc(N3CCCCC3)c(NC(=O)c3ccccc3)c2)c2ccccc12,-12%
O=[N+]([O-])c1cc(-c2nc(-c3ccccc3)no2)ccc1N1CCCC1,10%

# Next part; it opens with the two that closed the last part.
SMILES,Pf Dd2 growth
COc1nnc(-c2ccc(N3CCCCC3)c(NC(=O)c3ccccc3)c2)c2ccccc12,-12%
O=[N+]([O-])c1cc(-c2nc(-c3ccccc3)no2)ccc1N1CCCC1,10%
CCCc1noc(-c2cn(C3CCN(C(=O)c4ccc5c(c4)OCO5)CC3)nn2)n1,?
COC(=O)[C@@H]1Cc2c([nH]c3ccccc23)[C@H]2C[C@@H](NC(C)C)C[C@@H](c3ccccc3)N21,?
CS(=O)(=O)c1ccc(CN2C[C@@H]3OCC(=O)N(c4ccccc4)[C@@H]3C2)cc1,i
COCCn1c(=O)n([C@H]2CCCN(C(=O)COc3ccccc3)C2)c2ncccc21,-19%
Cc1cc(C)cc(N2C(=O)CS(=O)(=O)C23C(=O)N(C)c2ccccc23)c1 (stereo unspecified),-12%
CCCCCCOc1ccc(C2C(=O)N(C3CCCCC3)CC(=O)N2CCCC)cc1 (stereo unspecified),8.9µM*
COc1ccc(C2CC(=O)c3cc(-c4nc(-c5ccc(C)cc5)cs4)c(=O)[nH]c3C2)cc1 (stereo unspecified),?
CC(C)c1nc(C2Cc3ccccc3N2S(=O)(=O)c2cn(C)cn2)no1 (stereo unspecified),i
CCNC(=O)N(C1CC1)C1CCOC2(CCN(C(=O)COc3ccc(C)cc3)CC2)C1 (stereo unspecified),i
COc1cc(C)ccc1OCCSc1nc2ccc(NC(=O)c3cccs3)cc2s1,?
CC(CCC(=O)N1CCn2nc(Cc3ccccc3)cc2C1)N1CCCC1 (stereo unspecified),?
COc1ccc(Nc2cc3c(cn2)CN(C)CCN3C)cc1OC,i
C=CCN1CCN(CC2(O)CCCN(Cc3cc(OC)ccc3F)C2=O)CC1 (stereo unspecified),i
Cn1cnc(C(=O)N2CCC(Cc3ccc(C(N)=O)cc3)CC2)c1,19%
CCOCCc1nn2c(=O)cc(COC(=O)CNC(=O)c3ccc(C(C)(C)C)cc3)nc2s1,-14%
CC1=C[C@@H](CN2CCC(O)CC2)[C@H](C(C)C)C[C@H]1Cc1nnc(-c2ccc([N+](=O)[O-])cc2)o1,?
COc1cc(NC(=O)Cn2c(SCc3ccc(F)cc3)nc3cccnc32)cc(OC)c1,6%
N#Cc1ccc(C(=O)N2CCC3(CC2)NC(=O)N(Cc2ccc(F)cc2)C3=O)cc1,?
CCOCC(=O)N1CCCC(c2nc(-c3cccnc3)no2)CCNC(=O)CC1 (stereo unspecified),2%
O[C@H]1[C@H](NCc2cnc3ccccc3c2)[C@H]2CO[C@H](O2)[C@@H]1N1CCCCC1,?
CCn1cc(C(=O)N2C[C@@H](CO)[C@H](c3ccncc3)C2)cn1,18%
Cc1cc2c(n1-c1ccc(C(=O)NCC(C)c3ccccc3)cc1)CCCC2 (stereo unspecified),10µM*
COc1ccc(N2CC(NC(=O)COc3ccccc3C)CC2=O)cc1OC (stereo unspecified),19%
O=C(Cc1ccccc1Cl)N1CC(c2nc(Cc3ccccc3)no2)C1,-10%
Cc1ccc(C)c(CC(=O)NCc2cc3n(n2)CCCN(CC(C)C)C3)c1,-19%

# The closing 7 entries of the section above are carried over, then new ones follow.
SMILES,Pf Dd2 growth
CCOCC(=O)N1CCCC(c2nc(-c3cccnc3)no2)CCNC(=O)CC1 (stereo unspecified),2%
O[C@H]1[C@H](NCc2cnc3ccccc3c2)[C@H]2CO[C@H](O2)[C@@H]1N1CCCCC1,?
CCn1cc(C(=O)N2C[C@@H](CO)[C@H](c3ccncc3)C2)cn1,18%
Cc1cc2c(n1-c1ccc(C(=O)NCC(C)c3ccccc3)cc1)CCCC2 (stereo unspecified),10µM*
COc1ccc(N2CC(NC(=O)COc3ccccc3C)CC2=O)cc1OC (stereo unspecified),19%
O=C(Cc1ccccc1Cl)N1CC(c2nc(Cc3ccccc3)no2)C1,-10%
Cc1ccc(C)c(CC(=O)NCc2cc3n(n2)CCCN(CC(C)C)C3)c1,-19%
COc1cccc(N2CCN(C(=O)c3noc(-c4ccc(C)cc4)n3)CC2)c1,62%[activator]
Cc1ccccc1Oc1c(CCC(=O)NC2CC2)c(C)nn1-c1ccc(F)cc1,-21%
CC1(COc2ccccc2)COc2ccc(C(=O)NCCc3cnc[nH]3)cc2N1 (stereo unspecified),i
Cc1ccc(C(=O)N[C@@H](Cc2ccccc2)C(N)=O)cc1N1CCNC1=O,-25%
CC(C)c1nc2c(c(-c3ccc(O)cc3)n1)CN([S+](=O)([O-])c1ccccc1)CC2,?
COc1ccc(C(=O)N2C[C@@H](Oc3ccccc3)C[C@H]2C(=O)N2CCCC2)c(OC)c1,i
Cc1nn2c(c1-c1cccnc1N1CCOCC1)N(C(=O)c1cc3ccccc3n1C)CCC2,i
CN1C[C@@H](NC(=O)C2CC2)C[C@H]1c1nc(-c2ccc3ccccc3c2)no1,i
CC(C)Oc1cccc(-c2cn(C)c(=O)n3cc(CN4CCOCC4)nc23)c1,i
CCOC(=O)N1CCC(N2CCN(Cc3ccccc3F)C(CCO)C2)CC1 (stereo unspecified),-23%
COc1ccccc1CNC(=O)C1CCCN(C(=O)c2cnn(-c3ccc(F)cc3)c2-n2cccc2)C1 (stereo unspecified),-15%
CCOC(=O)c1cnc2c(C)c(Cl)ccc2c1NCCc1ccccc1,-10%
Cn1ncc(N2CCOC(CCNC3CCC4(CCNCC4)CC3)C2)cc1=O (stereo unspecified),-16%
O=C(CCc1nc2ccccc2s1)NCCc1noc(-c2ccncc2)n1,?
O=C(O)C1CCc2sc(C(=O)N3CCOCC3)cc2C1 (stereo unspecified),12%
Cc1ccc(-c2c(C)n3c4c(=O)n(C)c(=O)n(C)c4nc3n2CCO)cc1,i
COc1ccc(CN2CCc3nc(C(=O)Nc4ccccc4)oc3CC2)cc1,?
Cc1ccc(CNC(=O)CSC2=Nc3ccccc3N=C(c3ccc(F)cc3)C2)cc1,?
CC(=O)Nc1ccc(C2(C(=O)NCc3ccc4c(c3)OCO4)CCC2)cc1,-4%
Cn1cnnc1-c1nn(C)c2c1CN(C(=O)c1n[nH]c3c1CCCCCC3)CC2,i
CC(=O)c1ccc(N2CCN(c3ncnc4c3cnn4C)CC2)cc1,i
CN(Cc1ccccc1)C(=O)C1=NO[C@@H]2CN(Cc3ccc(F)cc3)C[C@H]12,17%[44.1 µM]
COc1ccc(C(=O)NCc2nnc3ccc(-c4ccc(C)c(C)c4)nn23)cc1F,-16%
N#C/C(=C\c1ccc(-c2cc(Cl)ccc2Cl)o1)C(=O)Nc1ccccc1C(=O)O,0%
CNC(=O)[C@@H]1CN(C(=O)c2cc(C)on2)C[C@H]1c1nc(COC)no1,-6%

# 3 entries drawn at random from those above, as already listed:
SMILES,Pf Dd2 growth
O=C(CCc1nc2ccccc2s1)NCCc1noc(-c2ccncc2)n1,?
Cn1cnnc1-c1nn(C)c2c1CN(C(=O)c1n[nH]c3c1CCCCCC3)CC2,i
COc1ccc(C(=O)NCc2nnc3ccc(-c4ccc(C)c(C)c4)nn23)cc1F,-16%

# (continued)
SMILES,Pf Dd2 growth
Cc1cc(C)c2[nH]c(C(=O)N3CCC(C#N)(c4ccccc4)CC3)c(C)c2c1,?
CNCCNC(=O)C1CCN(c2nc(-c3ccccc3)nc3c2CCC3)CC1,13µM*
O=C(COCc1cc(-c2cccs2)on1)Nc1cccc(O)c1,i
CCn1nc(C)c(CCN(C)C(=O)Nc2cc(Cl)c(OC)cc2OC)c1C,i
Cc1c(NC(=O)CCc2cc3n(n2)CCNC3)c(C)n(C)c(=O)c1C(N)=O,-7%
COc1cccc(-c2noc(CC3CCN(C(=O)CCc4ccccc4)CC3)n2)c1,?
COC[C@H]1NC(=O)CC[C@H]1C(=O)NCCC1=CCCCC1,15%
COc1cc(-c2nc(-c3c(C)noc3C)cc3[nH]c(C)cc23)ccn1,i
CCOc1ccc(N(CC)C(=O)c2cc3c(s2)-c2ccccc2OC3)cc1,-16%
O=C(C[C@H]1NC(=O)c2ccccc2NC1=O)Nc1ccccc1Cl,-28%
COc1cccc(CN2CC[C@H]3COC(=O)N3c3cc(C)ccc3C2)c1,1%[44.1 µM]
CC#CCn1cc2c3c(cccc31)[C@H](CC(C)C)N[C@H](C(=O)NCc1ccccc1OC)C2,-15%
Cc1cccc(C(=O)NCC(=O)OCc2cc(=O)n3nc(C4CC4)sc3n2)c1,11%
CCCNS(=O)(=O)c1ccc(C(=O)NCc2cc3n(n2)CCNC3)cc1,11%
O=C(CCn1cccn1)NC1CCCc2nc(-c3ccccc3)ncc21 (stereo unspecified),-14%
O=C(CN1C(=O)COc2ccc(S(=O)(=O)N3CCCCCC3)cc21)NCc1ccc(F)cc1,4%
CN1Cc2ccc(C(=O)Nc3ccc(OC(F)(F)F)cc3)cc2OCC1=O,-1%[44.1 µM]
COc1ccc(-c2nc(SCC(=O)Nc3ccc4c(c3)OCCO4)c(-c3ccc(C)cc3)[nH]2)cc1OC,?
CC(C)OCCCNC(=O)c1ccc2c(c1)N(Cc1c(F)cccc1Cl)C(=O)c1ccccc1S2,-13%
CC(C)NC(=O)C1CCN(C(=O)N2CCOc3ccc(Cl)cc32)CC1,183%[activator][5.79 µM]
CCN(CC)CCNC(=O)c1ccc(-n2c(-c3ccccc3)cc3c2CCCC3)cc1,7.9µM*
COc1ccc(NC(=O)N2CCc3c(C(=O)NCc4ccncc4)cccc32)cc1,-12%
O=C1NCCN2CC3(CCN(C(=O)NC4CCCCC4)CC3)CC12 (stereo unspecified),26%
Cc1ccccc1C(=O)N1CCc2nc3cc[nH]n3c(=O)c2C1,i[5.79 µM]
C#C[C@H]1CN2CC[C@H]1C[C@@H]2COC(=O)Nc1ccc(C(C)(C)C)cc1,-15%[44.1 µM]
# Going on with the list:
SMILES,Pf Dd2 growth
Cc1noc2c(-c3cnn(C)c3)cc(-c3cccs3)nc12,2%[44.1 µM]
COc1ccc(C(=O)N2CCOC(CCCC(C)C)C2)o1 (stereo unspecified),-23%
Cc1oc2c(c1C(=O)Nc1ccccc1Br)C1=NCCN1C=N2,21%
COc1ccc(-c2cnc3[nH]cc(CC(=O)NC4CCC(O)CC4)c3c2)cc1 (stereo unspecified),?
COc1ccc(C2Cn3nnc(C(=O)N4CCN(C(=O)Cc5cccc(F)c5)CC4)c3CO2)cc1 (stereo unspecified),-19%
CC(C)CC(=O)NCCC1CCN(C(=O)Nc2cc(F)ccc2F)CC1,-15%
COc1cccc(NC(=O)N[C@H]2[C@H](O)[C@@H](N3CCC(Cc4ccccc4)CC3)[C@@H]3OC[C@H]2O3)c1,-15%
Cn1ccnc1CN1C(=O)CO[C@H]2CN(C(=O)NCc3ccccc3)C[C@H]21,46%[activator][44.1 µM]
CCOC(=O)c1cccc(NC(=O)CCS(=O)(=O)c2ccc3c(c2)CC(=O)N3C)c1,-2%
COc1ccc(-n2ccnc(NCCc3ccccc3)c2=O)cc1OC,13%
CC1(c2ccc(Cl)cc2)CC(C)(C)N(C(=O)c2ccccc2)c2ccccc21 (stereo unspecified),?
COCCOCc1nc(C2CCCCN2C(=O)Nc2ccc(F)cc2F)no1 (stereo unspecified),21%
